GlmU inhibition – inhibition of mycobacterial GlmU enzyme – biochemical, glucosamine-1-phosphate acetyltransferase (AID 1376). M. tuberculosis GlmU acetyltransferase enzyme assay; higher % means a stronger effect. inhibition, %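 (tested at 30 µM in the primary screen)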; hits with a dose series show IC50 in µM. 220,000 tested, 0.25% active; in the data active means inhibition above about 13%;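 further: 0% = complete reaction with vehicle and 100% = reaction without substrate; strong numbers were not always called active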
RmlCD inh 1536 – M. tuberculosis RmlC/RmlD inhibition; P9WH09+P9WH11; RmlC+RmlD coupled enzyme assay, percent inhibition; primary screen in compound mixtures; inhibition, % at 3.6 µM; 160,000 tested, 0.03% active; AID 1533; in the data active means inhibition mostly above about 34%, no sharp cut-off; further: some results filed as inactive read as strong as hits
Target sequence (P9WH09 whole entry, looked up): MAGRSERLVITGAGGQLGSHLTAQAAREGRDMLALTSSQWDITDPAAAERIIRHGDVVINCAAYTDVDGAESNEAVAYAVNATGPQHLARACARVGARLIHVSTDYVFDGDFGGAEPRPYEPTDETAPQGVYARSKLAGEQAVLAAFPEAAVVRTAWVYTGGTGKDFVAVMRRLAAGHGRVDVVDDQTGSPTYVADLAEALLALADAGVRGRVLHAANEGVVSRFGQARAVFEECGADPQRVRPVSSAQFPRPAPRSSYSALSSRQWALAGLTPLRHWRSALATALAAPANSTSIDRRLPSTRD
Target sequence (P9WH11 whole entry, looked up): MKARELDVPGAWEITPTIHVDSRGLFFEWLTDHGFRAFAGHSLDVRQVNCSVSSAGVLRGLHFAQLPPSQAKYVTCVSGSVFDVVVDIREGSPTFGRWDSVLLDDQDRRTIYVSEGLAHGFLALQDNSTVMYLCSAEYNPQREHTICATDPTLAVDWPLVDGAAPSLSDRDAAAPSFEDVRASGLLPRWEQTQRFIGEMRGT
The depositor's hits bear a star; / = no result given. This is a subset; the hit share may differ from the screen's.

SMILES	GlmU inhibition	RmlCD inh 1536
COC(=O)c1ccccc1NS(=O)(=O)c1ccc(F)cc1	-1.1%	-13
O=C(NC1CCCCC1)C(c1ccc2ncccc2c1)N(Cc1ccc2c(c1)OCO2)C(=O)c1cccs1 (stereo unspecified)	-0.1%	/
Cc1cc(/C=C(\C#N)C(=O)Nc2ccccc2)c(C)n1-c1ccc(C(=O)O)cc1	8.0%	4
CCc1ccc(C(=O)CSc2ncn[nH]2)cc1	4.2%	/
Cc1ccc(-c2csc(NC(=O)c3ccc(-c4ccccc4)cc3)n2)o1	-1.3%	6
Cc1ccc(-c2nc(-c3cccnc3)no2)cc1	1.3%	/
Cc1ccc(OCC(=O)Nc2cccc3c2CCCC3)cc1C	-0.2%	/
CCOCCc1nnc(NC(=O)Cc2c(F)cccc2Cl)s1	0.1%	7
Oc1ccc(N=Nc2ccc3c(c2)OCCO3)c2cccnc12	0.2%	6
COc1cccc(-n2c(O)c(C=NCc3ccccn3)c3ccccc3c2=O)c1	-1.1%	9
Cc1c(NC(=S)NC(NC(=O)C(C)C)C(Cl)(Cl)Cl)c(=O)n(-c2ccccc2)n1C (stereo unspecified)	1.6%	-10
COc1ccc(Cl)cc1-c1nc(SCC(=O)N(C)C)n[nH]1	7.8%	/
CSc1nc2ccccc2s1	4.5%	14
CCn1c(C)nc2cc(S(=O)(=O)N3CCCC3)ccc21	1.1%	5
O=C(CSc1ccc(Cl)cc1)N1CCN(c2c(Cl)cccc2[N+](=O)[O-])CC1	0.2%	8
CN(C)c1ccc(C2CC(=O)OC3=C2C(=O)CC(C)(C)C3)cc1 (stereo unspecified)	7.8%	-8
Cn1cc(CC(=O)N2CCN(c3ccccc3F)CC2)c2ccccc21	8.4%	/
COc1cccc(S(=O)(=O)N2CCOCC2)c1	-1.0%	/
Nc1nc(-c2ccc3c(c2)NC(=O)CO3)cs1	/	-4
CCCc1nc(N)c(C#N)c(-c2cccnc2)c1CC	2.2%	/
COc1cc(NC(=O)CSc2ncnc3c2cnn3Cc2ccccc2)cc(OC)c1	0.4%	-4
Cn1c(CNC(=O)c2cccs2)n[nH]c1=S	5.2%	1
COc1ccccc1N(CN1C(=O)c2ccccc2C1=O)C(=O)c1cccc(C)c1	1.0%	19
Cn1c(=O)c(NC(=O)c2ccccc2)c2n(c1=S)CCCCC2	5.5%	4
N#Cc1ccsc1NC(=O)CN1CCOCC1	6.8%	12
CCn1c(SCC(=O)N/N=C/C=C/c2ccccc2[N+](=O)[O-])nnc1-c1ccc(Cl)cc1	6.8%	-17
CC(=O)OCC(=O)Nc1ccc(N=Nc2ccccc2)cc1	0.2%	6
COc1ccc(NC(=O)CN(C)S(=O)(=O)c2ccc(Cl)cc2)cc1Cl	4.0%	-6
CCOC(=O)c1ccccc1NC(=O)c1c(O)[nH]c(=S)[nH]c1=O	4.8%	/
CC(C)=NNc1nc(-c2ccccc2)cs1	8.8%	10
COc1ccc(NC(=O)CN(C)S(=O)(=O)c2ccc3c(c2)OCCO3)c2ncccc12	-5.8%	-9
O=C1CC(SC(=NCc2ccc3c(c2)OCO3)Nc2ccccc2)C(=O)N1c1ccccc1 (stereo unspecified)	1.0%	/
C#CCn1c(-c2ccccc2)ccc(C#N)c1=O	1.4%	2
CC(=O)c1c(O)cc(O)cc1CC(=O)O	-2.4%	-8
COc1ccc(C(=O)NC(=O)N2CCCCC2)cc1	-3.6%	/
Cc1ccc(C)c(SCC(=O)OCC(=O)N2CC(C)OC(C)C2)c1 (stereo unspecified)	4.7%	-8
CC(C)C(=O)N1CCN(c2nc(-c3ccc(Cl)cc3)cs2)CC1	7.5%	0
Cc1cc(C)c2cc(CN(CCO)Cc3nnnn3Cc3ccc(F)cc3)c(=O)[nH]c2c1	2.4%	13
Cn1c(=O)c2c(nc(SCC(=O)NCc3ccco3)n2C)n(C)c1=O	-5.4%	/
CC(C)(C)c1ccc(-c2nc(C#N)c(NCc3ccncc3)o2)cc1	2.5%	/
COc1ccc2nc(N3C(=O)/C(=C/c4ccccc4)NC3=S)sc2c1	3.1%	3
C=CCNC(=O)c1ccccc1CCc1ccccc1	1.7%	7
Cc1ccc(N2C(=S)N=C(Nc3ccccc3C)C23CCOC(C)(C)C3)cc1 (stereo unspecified)	-2.9%	/
CC(=O)Nc1ccc(/C(C)=N/NC(=O)c2ccncc2)cc1	1.9%	-11
CC1(C)CC(=O)C2=C(C1)OC(=O)C2(NC(=O)c1cccs1)C(F)(F)F (stereo unspecified)	0.7%	20
Cc1ccc2cccc(S(=O)(=O)Nc3ccc4c(c3)OCO4)c2n1	-1.3%	-12
CCCC(=O)c1c[nH]c(C(=O)NCCCN2CCOCC2)c1	-1.0%	/
CN(CC(=O)Nc1ccc(C#N)cc1)Cc1ccc(Cl)cc1	2.2%	41
CCCNC(=S)Nc1c(C)n(C)n(-c2ccccc2)c1=O	6.0%	/
CCc1ccccc1NC(=O)c1nnn(CC(=O)Nc2cccc(C)c2C)c1N	2.7%	5
Cc1cc(NC(=O)COC(=O)c2cccc(S(=O)(=O)N3CCOCC3)c2)no1	5.3%	9
O=CN(c1ccccc1)c1ccc2ccccc2c1	-4.0%	-8
Cn1c(SCC2CCCO2)nnc1-c1ccc([N+](=O)[O-])cc1 (stereo unspecified)	-3.5%	-7
N#CC(C#N)=NNc1ccc(S(N)(=O)=O)cc1	0.7%	3
COc1ccc(-c2c(C)n([O-])c3c([n+]2=O)CCCC3)c(OC)c1	1.8%	4
COC(=O)C1=C(CSc2nncn2C)NC(=O)NC1c1ccc(F)cc1 (stereo unspecified)	4.9%	-12
CCCOC(=O)Nc1ccc(S(=O)(=O)Nn2cnnc2)cc1	-0.4%	-5
CCSc1nnc(CNC(=O)c2ccccc2F)n1-c1ccccc1OC	-2.7%	5
COc1ccc2nc(C)c3c(c2c1)OC(C)C3 (stereo unspecified)	-1.9%	-3
c1ccc(-c2ccccc2OCCCN2CCCCCC2)cc1	-10%	5
Remaining list, next part
SMILES	GlmU inhibition	RmlCD inh 1536
COC(=O)Cn1c(C)nc(=O)c(-c2ccccc2)c1C	6.3%	/
Cc1ccc(N2C(=O)c3cccc4c(C(=O)O)ccc(c34)C2=O)cc1	-2.1%	-11
Cc1ccccc1Nc1cc(=O)oc2ccccc12	-7.3%	5
Cc1cccc(N2CCN(CC(O)COCc3cccs3)CC2)c1C (stereo unspecified)	-0.6%	2
CCN(CC)CCCN=C(C)C1=C(O)c2ccccc2C1=O	0.7%	-9
COc1ccc(C(O)P(=O)(OCc2ccccc2)c2ccc(N(C)C)cc2)cc1 (stereo unspecified)	-0.1%	-9
Cc1ccc(-c2nnc(N(C)C(=O)c3cccnc3)s2)cc1	-1.2%	10
O=c1c2[nH]c3ccc(F)cc3c2nc2n1CCCS2	-5.2%	1
O=C(CSc1nnnn1C1CCCC1)N1CCN(C(=O)c2ccco2)CC1	-5.2%	12
C=CCn1c(=O)/c(=C/c2cc(OC)c(OC)c(OC)c2)s/c1=C(/C#N)c1nc2ccccc2n1C	1.8%	-3
CC(C)OCCCNC(=O)Cc1ccc(F)cc1	1.9%	-10
CC(C)(C)C(=O)NC(=S)NNC(=O)c1ccc(-c2ccccc2)cc1	2.9%	4
COc1ccc(-c2nnc3n(CCc4ccccc4)c(=O)c4ccccc4n23)cc1OC	-2.0%	-3
Cc1cccc(NC(=O)c2ccco2)c1C(=O)O	1.9%	61
NC(=O)c1sc2nc(-c3cccnc3)ccc2c1N	-0.9%	8
CC(C)CCNC(=O)CN(C(=O)Cn1nnc(-c2ccccc2F)n1)c1cccc2c1CCCC2	-2.9%	-4
O=C1c2ccccc2S(=O)(=O)N1CC1CC(c2ccccc2)=NO1 (stereo unspecified)	-4.8%	14
O=C(NC(=S)N(Cc1ccccc1)c1ccccn1)C1CCCCC1	-5.8%	-4
Cc1cccc[n+]1C1C(c2ccc([N+](=O)[O-])cc2)C(C#N)=C(C(=C=[N-])C#N)NC1(O)C1CC1 (stereo unspecified)	/	-3
CCCCn1c(=O)[nH]c(=O)c2c1nc(-c1ccc(OCCC)c(OCC)c1)n2C	-1.4%	-7
Cc1ccc(S(=O)(=O)N2CCN(C(=O)CCC(=O)NCCc3ccc(S(N)(=O)=O)cc3)CC2)c(C)c1	-3.7%	-9
Cc1cc(=O)oc2cc(NC(=S)NCc3cccnc3)ccc12	0.3%	24
O=C(CSc1nccc(=O)[nH]1)Nc1ccccc1Sc1ccccc1	0.8%	/
O=C(Cc1ncc(C(F)(F)F)cc1Cl)N1CCN(c2cccc(Cl)c2)CC1	-2.3%	-5
Cc1nn(Cc2ccccc2)c(C)c1NC(=O)CCC(=O)O	-5.1%	/
C=CCn1cccc(/C=C/C(=O)c2ccc(C(C)(C)C)cc2)c1=S	-5.8%	0
CCCn1c(C)cc(C(=O)COC(=O)c2ccc(Cl)c(S(=O)(=O)N3CCCC3)c2)c1C	2.2%	-6
CN(C)C(=O)CCSc1nnc(-c2ccncc2)o1	0.5%	2
C=CCSc1nc2sc3c(c2c(=O)[nH]1)CCC3	7.3%	7
COc1ccc(/C=N/Nc2nc3ccccc3s2)cc1O	-3.5%	/
COCC(C)n1c(C)cc(C(=O)CSc2nnc(N)s2)c1C (stereo unspecified)	2.1%	/
CC(C)N1C2OC(C3OC4C(O3)N(C(C)C)S(=O)(=O)N4C(C)C)OC2N(C(C)C)S1(=O)=O (stereo unspecified)	-0.4%	-18
Cc1ccsc1/C=N/NC(=O)c1cc(-c2ccncc2)nc2ccccc12	-5.0%	4
COC(=O)c1cn(C)c2ccc(S(=O)(=O)N3CCCCC3)cc2c1=O	1.9%	-3
O=S(=O)(NCC(c1cccnc1)N1CCN(c2ccccc2F)CC1)c1cccs1 (stereo unspecified)	0.2%	5
Cc1ccccc1Nc1nc(=O)c2cc([N+](=O)[O-])ccc2s1	-2.8%	14
CCCCCOc1ccc(CSc2n[nH]c(C)n2)cc1	0.3%	-9
COc1ccc2cc(CN(CCCN3CCOCC3)Cc3nnnn3C3CCCCC3)c(=O)[nH]c2c1	6.5%	/
CCc1nc(SCC#N)c(C#N)cc1C	-0.7%	15
Cc1cc(C)c(CSc2ncc(-c3ccc([N+](=O)[O-])cc3)[nH]2)c(C)c1	4.8%	5
COc1cc(C(=O)NC2CC(C)(C)NC(C)(C)C2)cc(OC)c1OC	0.6%	/
Cc1nnc(-c2cnn(C)c2N)n1CCCN(C)C	-2.7%	0
COC(=O)C1=C(c2ccccc2)C[C@@H]2CC[C@H]1N2C(=O)NCc1ccc(C(F)(F)F)cc1	-4.9%	/
Cc1ccc(OCCCOc2cccc3cccnc23)cc1C	-3.8%	28
COc1cc(C)c(Cl)cc1S(=O)(=O)n1ccnc1C	2.1%	0
CCC(=O)Nc1cccc(C2=NOC3(C2)C[C@H](C(N)=O)N(C(=O)Cc2ccc([N+](=O)[O-])cc2)C3)c1 (stereo partly specified)	4.4%	/
CCOC(=O)c1c(NC(=S)Nc2ccc(OC)cc2)sc2c1CCCCC2	6.7%	-8
CCC(C)NC(=O)CSc1nc2cc3c(cc2c(=O)n1Cc1ccco1)OCO3 (stereo unspecified)	3.4%	-9
CN1CCN(Cc2nc3ccccc3c(=O)n2Cc2nc(-c3ccccc3F)cs2)CC1	-7.4%	11
CCCCC(=O)NC(=S)Nc1cccc(C(=O)O)c1	-1.3%	/
C=CCn1cnc2c(nnn2-c2ccc(OC)c(OC)c2)c1=O	-1.2%	2
CNC(=O)CSc1nc2nc(C)cc(C)n2n1	0.9%	/
CCOCCCN1CC(C(=O)NCCc2ccccc2)CC1=O (stereo unspecified)	-1.1%	-1
CC(OC(=O)/C=C/c1cccs1)C(=O)Nc1ccc(S(N)(=O)=O)cc1 (stereo unspecified)	-4.8%	4
CCC(C)NC(=O)Nc1ccc(C)cc1C (stereo unspecified)	-7.5%	33
COc1ccc(NC(=O)CC(C)(C)C)c([N+](=O)[O-])c1	0.3%	10
O=C1NN(c2ccccc2)C(=O)C2C1C1C=CC2C12CC2 (stereo unspecified)	-0.1%	10
O=C1CC(Sc2nnc(-c3ccccc3)o2)C(=O)N1c1ccccc1 (stereo unspecified)	4.8%	8
CCc1nnc(NC(=O)CN2C(=O)c3ccccc3S2(=O)=O)s1	-0.1%	0
Cc1cccc(-n2ncc3c(NCc4cccnc4)ncnc32)c1	-2.2%	/
Cc1nn(C)c(C(=O)N/N=C/c2cccc3ccccc23)c1Cl	-0.3%	/

High-throughput results (PubChem BioAssay)
